# Screening results as filed in PubChem BioAssay.
# DAGLB inh = DAGLB lipase inhibitors, primary screen, biochemical, fluorescence, HTS. Diacylglycerol lipase-beta (Homo sapiens), Q8NCG7. HEK293T DAGLB membrane lysate, EnzChek fluorogenic substrate. inhibition, % at 5.17 µM. 0.059% of 340,000 active. AID 504411, 2011; in the data active = inhibition above about 34%;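 also: 0% = enzyme with vehicle and 100% = wells lacking enzyme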
# HTR5A ag ctr = HTR5A agonists in luminescence cell assay, primary screen, counter-screen for OPRM1-OPRD1 heterodimer agonist project, full-deck HTS. 5-hydroxytryptamine receptor 5A (Homo sapiens), P47898. cell-based. activation, % at 9.3 µM. 0.61% of 340,000 active; in the data active = activation mostly above about 9.5%, no sharp cut-off; inactive = mostly below about 7.6%;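 also: 0% = cells with vehicle only and 100% = reference agonist; strong numbers were not always called active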
# V-ATPase pH = regulators of yeast V-ATPase proton pumping, primary screen, pHLuorin cytosolic pH fluorescence; 0.37% of 350,000 active; response, % at 10 µM; S. cerevisiae; AID 504577, 2011; in the data active = response mostly above about 7.3%, no sharp cut-off; inactive = mostly below about 5.4%; also: actives read high; inactives centre near 0; some compounds called inactive have numbers as strong as hits; reference of the scale not given here
# OPRM1-OPRD1 inv = inverse agonists of MOR-DOR heterodimerization, primary screen, cell-based, luminescence | cell-based MOR-DOR heterodimer luminescence, inverse agonism | inhibition, % at 9.3 µM | 0.21% of 340,000 active | AID 504357, 2011; in the data active = inhibition above about 22%, passing the limit was not always enough;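 also: 0% = cells with DMSO and 100% = wells without cells with DMSO; values of inactives mirror those of a sister screen read the other way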
# Arrestin-AP2 inh = inhibitors of beta-arrestin/AP2 binding, primary screen, biochemical, GPCR trafficking, flow cytometry; beta-arrestin 1 C-terminal peptide binding to AP2 beta2-adaptin appendage (human); FITC-arrestin peptide / GST-AP2 beads; AP2 beta2 appendage carries R879A mutation; inhibition, % at 10 µM; 0.31% of 340,000 active; AID 504490, 2011;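 active = inhibition above a set limit, near 3 SD of compounds lacking own fluorescence, cut at about 54% in these data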;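 also: plate controls were DMSO wells for no effect and 5 µM unlabelled arrestin peptide for full effect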
#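 test system = AP2 appendage R879A on GSH beads | buffer or medium = PBS plus Tween 20 (0.05%) and BSA (0.1%) | incubation = 12 min plus 1 h, RT | detection = bead flow cytometry, FITC channel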
# PKA-R1A activ = activators of PKA-R1A holoenzyme, primary screen, biochemical, fluorescence polarization, Cy5-IP20, bovine R1A, mouse PKAc | AID 504707, 2011 | activation, % at 11.4 µM | 0.083% of 340,000 active | PKA-R1A dissociation; scaled: DMSO 0%, 113 µM cGMP 100% | cAMP-dependent protein kinase type I-alpha regulatory subunit (Bos taurus) + …;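 active = percent activation above the mean of all tested compounds plus 3 SD, cut at about 19% in these data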;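 also: higher means more PKAc released from R1A so a rise in polarization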
# DSG3 Ab inh = inhibitors of pemphigus antibody binding to DSG3, primary screen, biochemical, bead-based, flow cytometry, scFv-GFP. AID 588358, 2011. 0.48% of 310,000 active. DSG3-coupled beads, scFv-anti-DSG3-GFP binding; stronger effect = lower value. binding (percent of control), % at 10 µM;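 active = binding more than 3 SD below its plate's average and above zero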;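 also: hits lower antibody fragment binding to DSG3; some compounds called inactive have numbers as strong as hits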
# Target sequence (P32926 whole entry, looked up, the tested form may be a part): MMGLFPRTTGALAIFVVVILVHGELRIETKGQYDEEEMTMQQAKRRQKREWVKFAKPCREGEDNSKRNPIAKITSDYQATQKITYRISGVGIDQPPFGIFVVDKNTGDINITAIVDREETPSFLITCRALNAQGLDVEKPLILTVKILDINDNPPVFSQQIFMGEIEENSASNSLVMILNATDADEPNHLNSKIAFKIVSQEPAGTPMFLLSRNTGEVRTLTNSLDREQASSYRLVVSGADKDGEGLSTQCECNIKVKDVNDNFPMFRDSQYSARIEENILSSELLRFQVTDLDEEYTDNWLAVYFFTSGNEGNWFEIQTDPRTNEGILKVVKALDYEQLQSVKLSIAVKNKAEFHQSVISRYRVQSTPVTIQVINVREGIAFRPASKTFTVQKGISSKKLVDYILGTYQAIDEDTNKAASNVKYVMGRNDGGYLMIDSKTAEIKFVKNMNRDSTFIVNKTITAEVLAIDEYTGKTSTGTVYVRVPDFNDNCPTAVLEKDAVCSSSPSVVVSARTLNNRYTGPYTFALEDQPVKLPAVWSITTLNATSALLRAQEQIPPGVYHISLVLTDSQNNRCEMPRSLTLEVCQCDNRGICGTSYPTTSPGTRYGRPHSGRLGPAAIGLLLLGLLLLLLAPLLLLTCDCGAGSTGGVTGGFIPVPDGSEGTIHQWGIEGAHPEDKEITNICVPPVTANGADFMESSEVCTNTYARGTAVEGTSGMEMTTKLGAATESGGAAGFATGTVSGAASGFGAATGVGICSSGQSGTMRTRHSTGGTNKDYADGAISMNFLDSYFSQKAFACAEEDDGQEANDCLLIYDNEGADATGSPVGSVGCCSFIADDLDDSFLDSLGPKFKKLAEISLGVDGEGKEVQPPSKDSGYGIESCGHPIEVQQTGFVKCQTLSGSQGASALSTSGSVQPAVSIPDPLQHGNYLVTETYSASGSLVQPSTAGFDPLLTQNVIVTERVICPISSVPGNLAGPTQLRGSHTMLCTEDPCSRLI
# PKA-R2B act = activators of PKA-R2B holoenzyme, primary screen, biochemical, fluorescence polarization, Cy5-IP20, human. activation, % at 11.4 µM. AID 504700, 2011. PKA-R2B holoenzyme dissociation; R2B truncated from residue 108, S112A mutant; 0% DMSO only, 100% 113 µM cGMP. cAMP-dependent protein kinase catalytic subunit beta (Homo sapiens) + cAMP-dependent …. 0.079% of 340,000 active;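 active = activation above a cutoff set at the mean over all compounds plus 3 SD, cut at about 18% in these data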;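 also: higher means more holoenzyme dissociation and a rise in polarization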
# MOR-DOR ag = agonists of OPRM1-OPRD1 heterodimerization, primary screen, cell-based, luminescence | Mu-type opioid receptor (Homo sapiens) + Delta-type opioid receptor (Homo sapiens), … | cells | activation, % at 9.3 µM | 0.3% of 340,000 active | AID 504326, 2011; in the data active = activation above about 18%;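 also: 0% = vehicle-treated cells and 100% = reference agonist; values of inactives mirror those of a sister screen read the other way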
# HTR5A inv ctr = HTR5A inverse agonists in luminescence cell assay, primary screen, counter-screen for OPRM1-OPRD1 heterodimer inverse agonist project, full-deck HTS; HTR5A cell line, inverse agonism; 5-hydroxytryptamine receptor 5A (Homo sapiens), P47898; 0.083% of 340,000 active; inhibition, % at 9.3 µM; in the data active = inhibition mostly above about 23%, no sharp cut-off; inactive = mostly below about 18%;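 also: 0% = cells with DMSO and 100% = no-cell wells with DMSO; some compounds called inactive have numbers as strong as hits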
# Numbers without * were called inactive; x = no result given. Outcome played no part in choosing rows; overall some 2.4% were active at least once.
# Second line of a record: DAGLB inh, HTR5A ag ctr, V-ATPase pH, OPRM1-OPRD1 inv, Arrestin-AP2 inh, PKA-R1A activ, DSG3 Ab inh, PKA-R2B act, MOR-DOR ag, HTR5A inv ctr
- Cc1ccccc1CN1CCNC(=O)C1CC(=O)O (configuration not stated)
 : -2, 2, -3, 4, -5, -5, 103, -2, -0.7, -6
- O=C(CCNC(=O)N1CCn2c1nc1ccccc12)NCc1ccc(F)cc1
 : 0, x, 0, x, 2, -17, 97, 5, x, x
- CCCC(=O)Nc1nnc(S(=O)(=O)N(C)Cc2ccco2)s1
 : 4, -2, -1, 17, -5, 3, 101, -6, -3.2, 8
- Cc1cccc(S(=O)(=O)c2c(N)n(/N=C/c3cccnc3)c3nc4ccccc4nc23)c1
 : 3, 0, -3, 4, 2, 6, 99, 2, -0.6, 3
- Cc1ccc(CNC(=O)C(N=C2NS(=O)(=O)c3ccccc32)C(C)C)cc1 (configuration not stated)
 : 3, 12, -2, 10, -15, -11, 109, -2, -2.5, -33
- CCOC(=O)c1c(NCC2CCCO2)c2ccccc2[nH]c1=O (configuration not stated)
 : -3, 2, -1, 4, 5, 12, 106, 9, -0.6, -5
- Cc1ccc(CNC(=O)CCc2nnc3ccc(N4CCC5(CC4)OCCO5)nn23)cc1
 : 1, 4, 2, 7, -6, -13, 96, -4, -1.2, 8
- COc1ccc(NC(=S)N2CCCC(c3nc4ccc(C)cc4[nH]3)C2)cc1 (configuration not stated)
 : -1, -2, 0, 15, 57*, -3, 94, -12, -2.9, 6
- COC(=O)C1=C(C)Nc2ncnn2C1c1ccc(C)o1 (configuration not stated)
 : 0, 1, -2, 14, 4, 9, 108, -1, -2.8, -4
- COc1ccc(CC(=O)Nc2cccc(C(=O)NN3C(=O)c4ccccc4C3=O)c2C)cc1
 : -7, 2, 0, -31, 4, 4, 14*, 9, 5.2, -4
- O=C(NCC1CCCO1)c1cccnc1Nc1ccccc1F (configuration not stated)
 : 0, 8, -1, 4, 9, 0, 98, 5, -0.8, 4
- CCOC(=O)N1CCN(C(=O)CN(c2ccc(OC)c(OC)c2)S(C)(=O)=O)CC1
 : 3, 2, -1, 7, -5, 1, 97, -6, -1.3, -5
- COc1ccc(C2(C(=O)Nc3ccc(C(=O)O)cc3)CCOCC2)cc1
 : -3, 0, 5, 15, -9, 0, 95, -5, -2.6, -19
- Cc1ccc(N(CC(=O)NCC2CCCO2)C(=O)CCC(=O)Nc2nccs2)cc1C (configuration not stated)
 : -1, 4, -4, 10, -1, 2, 112, -2, -2.0, -17
- NCCCn1c(C(=O)c2cc(Cl)c(N)c(Cl)c2)c2ccc([N+](=O)[O-])cc2[n+]1[O-]
 : 2, -3, 7, -16, 1, -2, 101, 3, 3.0, -1
- CN(C)C(/C=C/Nc1cccc([N+](=O)[O-])c1)=C(C#N)C#N
 : 2, 1, -1, -5, 9, 1, 92, -12, 0.9, -4
- COc1cc(/C=N/NC(=O)c2ccc(CN3C(=O)c4cccc5cccc3c45)cc2)cc(OC)c1O
 : -6, 2, 0, -17, -1, 3, 97, 3, 3.2, -7
- CCc1nnc(NC(=O)C2CC(=O)N(C3CCCC3)C2)s1 (configuration not stated)
 : -1, -4, -9, 5, 0, -5, 92, 1, -0.8, -8
- CCOc1cc(CN2CCC(n3nccc3NC(=O)C3CC3)CC2)ccc1O
 : 1, -3, 0, 11, -17, -8, 100, -6, -2.1, 22
- COc1ccc(NC(=O)CSc2nnc(Cc3cccn3C)n2-c2ccc(F)cc2)cc1OC
 : -3, -1, -1, 12, 5, -6, 111, -7, -2.3, 3
- C(=N\n1cnnc1)/c1ccc(-c2ccccc2)cc1
 : 2, 2, 4, -13, 2, -10, 111, -2, 2.4, -6
- Cc1nn(C)c(C(=O)Nc2ccc(S(=O)(=O)NC34CC5CC(CC(C5)C3)C4)cc2)c1Br
 : 0, 7, -1, -48, -3, -16, 17*, -1, 9.5, 6
- Cc1ccn2c(NC3CCCC3)c(-c3ccsc3)nc2c1
 : 1, -2, 0, 0, 0, -5, 97, -7, -0.1, 4
- Cn1c2ccccc2c(=O)c2c(=O)n(Cc3ccco3)c(-c3ccc(F)cc3)nc21
 : -1, -1, 1, 3, 33, -1, 98, -5, -0.7, -15
- COc1ccccc1NS(=O)(=O)c1cccc(C(=O)N(C)Cc2cccs2)c1
 : 2, 1, -1, -3, -15, 3, 98, -4, 0.4, 4
- Cc1noc(C)c1NC(=O)N(C)C[C@H]1Oc2c(cccc2N(C)C)C(=O)N([C@H](C)CO)C[C@@H]1C
 : -3, 0, -5, 1, -4, -3, 98, -9, -0.2, 0
- O=C(Cn1cc(COc2c(Br)cc(F)cc2Br)nn1)c1ccc(O)cc1
 : -8, 0, 0, 15, 1, -3, 99, -14, -3.3, -2
- O=S(=O)(c1cccc2ccccc12)N1CCSC1
 : -4, -2, -2, 12, 26, -5, 103, -4, -2.2, 8
- COC(=O)c1c(NC(=O)COC(=O)[C@@H](NS(=O)(=O)c2ccccc2)C(C)C)sc2c1CCC2
 : 4, 2, 1, -8, 3, -7, 104, -3, 1.4, -8
- Cc1ccc(C23CC4CC(CC(C(N)=O)(C4)C2)C3)cc1
 : -1, 1, 5, 6, -9, -1, 90, 4, -1.4, -4
- Cc1noc(C)c1COc1ccc(C(=O)OCC(=O)Nc2ccc(S(N)(=O)=O)cc2)cc1
 : 0, -2, 4, -6, -1, -6, 100, 1, 1.4, 1
- CCOc1ccc(S(=O)(=O)NC(C)(C)C)cc1-c1nc2c(C(C)(C)C)nn(C)c2c(=O)[nH]1
 : 3, 3, 0, 9, -7, -4, 116, -5, -1.9, 6
- CCN(CC(=O)Nc1c(F)cccc1F)C(=O)C1CCN(C(=O)Nc2ccccc2)CC1
 : -2, -2, 3, 6, 35, -3, 109, -8, -1.6, 6
- Cc1ccc(C(=O)O)cc1Nc1ncnc2sc3c(c12)CCC3
 : -3, 2, -1, 17, 3, -13, 95, 9, -3.0, -7
- CCCc1ccc(OCc2ccccc2)c2c(=O)cc(C(=O)OCC)oc12
 : -1, 2, 2, 7, -8, 2, 98, 1, -1.4, -16
- Cc1cc(NC(=O)CSCC(=O)Nc2cc(C(F)(F)F)ccc2N2CCOCC2)no1
 : -2, 3, -3, 5, -11, 1, 105, -2, -1.3, 11
- Cc1cccc(Oc2coc3cc(OC(=O)c4cc5ccccc5oc4=O)ccc3c2=O)c1
 : 0, -5, 0, 3, -9, 1, 103, -12, -0.7, 13
- O=C(Cc1ccc(NS(=O)(=O)c2cccc(C(F)(F)F)c2)cc1)NCCN1CCOCC1
 : -3, 5, -4, 6, -1, 4, 105, 5, -0.9, -14
- CCc1cccc(C)c1NC(=O)CSc1nc2ccc(N3C(=O)c4ccccc4C3=O)cc2s1
 : 11, -3, 3, 0, 1, 4, 104, 1, 0.1, 6
- CCOC(OCC)c1ccc(/C=C\c2nccc(N)n2)cc1
 : 0, -2, -3, 13, 30, 1, 92, -9, -2.7, 7

# Reprinted from the listing for reference:
# Second line of a record: DAGLB inh, HTR5A ag ctr, V-ATPase pH, OPRM1-OPRD1 inv, Arrestin-AP2 inh, PKA-R1A activ, DSG3 Ab inh, PKA-R2B act, MOR-DOR ag, HTR5A inv ctr
- CCN(CC(=O)Nc1c(F)cccc1F)C(=O)C1CCN(C(=O)Nc2ccccc2)CC1
 : -2, -2, 3, 6, 35, -3, 109, -8, -1.6, 6
- Cc1ccc(C(=O)O)cc1Nc1ncnc2sc3c(c12)CCC3
 : -3, 2, -1, 17, 3, -13, 95, 9, -3.0, -7
- CCCc1ccc(OCc2ccccc2)c2c(=O)cc(C(=O)OCC)oc12
 : -1, 2, 2, 7, -8, 2, 98, 1, -1.4, -16
- Cc1cc(NC(=O)CSCC(=O)Nc2cc(C(F)(F)F)ccc2N2CCOCC2)no1
 : -2, 3, -3, 5, -11, 1, 105, -2, -1.3, 11
- Cc1cccc(Oc2coc3cc(OC(=O)c4cc5ccccc5oc4=O)ccc3c2=O)c1
 : 0, -5, 0, 3, -9, 1, 103, -12, -0.7, 13
- O=C(Cc1ccc(NS(=O)(=O)c2cccc(C(F)(F)F)c2)cc1)NCCN1CCOCC1
 : -3, 5, -4, 6, -1, 4, 105, 5, -0.9, -14

# The list continues:
# Second line of a record: DAGLB inh, HTR5A ag ctr, V-ATPase pH, OPRM1-OPRD1 inv, Arrestin-AP2 inh, PKA-R1A activ, DSG3 Ab inh, PKA-R2B act, MOR-DOR ag, HTR5A inv ctr
- CCN(C(=O)COC(=O)CNS(=O)(=O)c1ccccc1)c1ccccc1
 : 1, 1, -2, 9, -1, -12, 108, 6, -1.9, 0
- Cc1ccc(-c2ccc(SCC(=O)N3CCN(c4ccccc4)CC3)nn2)cc1
 : -1, -4, -4, 16, -9, -4, x, 5, -2.9, -8
- CCN(CC)c1ccc(/C=N\NC(N)=O)cc1
 : 0, 0, -1, 7, -4, 2, 85, 10, -1.4, 14
- OCC1C2c3ccccc3C(c3ccccc32)C1CO (configuration not stated)
 : 0, -1, 1, 22, -4, 1, 118, -1, -4.3, 2
- CCN1CCCC1CNC(=O)c1cc2c(OC)cccc2[nH]1 (configuration not stated)
 : 5, 1, 2, -15, 5, 14, 113, -7, 3.1, -3
- Cn1cccc1C(=O)NC(=O)COC(=O)CCNS(=O)(=O)c1ccc(Cl)cc1
 : 0, 4, -3, -2, 3, -11, x, -6, 0.6, -9
- CCC(Sc1nc(C)cc(=O)[nH]1)C(=O)Nc1nnc(C)s1 (configuration not stated)
 : 0, 3, -1, 16, 0, -8, 102, 0, -3.8, 5
- CCOC(=O)C1CCN(C(=O)C2CCCN(S(=O)(=O)c3ccc(OCC)c(Cl)c3)C2)CC1 (configuration not stated)
 : -4, -3, 5, -17, -3, -8, 102, 0, 3.5, -2
- Cc1ccc(OCCC(=O)OC(C)C(=O)Nc2ccc(Cl)cn2)cc1 (configuration not stated)
 : -5, 6, -5, -26, -2, -14, 108, -18, 3.9, -16
- CC(=O)N1c2ccc(S(=O)(=O)N3CCCC(C(=O)NCc4ccc(Cl)cc4)C3)cc2CC1C (configuration not stated)
 : 0, -3, -1, -5, -6, 8, 76, 1, 0.8, -24
- COc1cccc(-n2nnc(S(=O)(=O)c3ccc(C)cc3)c2N)c1
 : -3, -3, 2, 11, -13, -8, 105, -1, -2.1, -14
- Cc1ccccc1CN(c1ccc(C(=O)Nc2cccnc2)cc1)S(C)(=O)=O
 : 0, 3, -1, 6, 6, 1, 103, -5, -1.3, -9
